D1 antag: blocks dopamine activation of the human D1 receptor. activity change, negative = inhibition, % at 10 µM. P21728. HEK293 TREx D1 cells, calcium flux, dopamine EC80; stronger effect = lower value. AID 504652. hit rate 3.2% among 360,000; in the data active = activity change below about -30%; note: % is set by controls: 0 for no effect and ±100 for the full control effect
Target sequence (P21728 whole entry, looked up): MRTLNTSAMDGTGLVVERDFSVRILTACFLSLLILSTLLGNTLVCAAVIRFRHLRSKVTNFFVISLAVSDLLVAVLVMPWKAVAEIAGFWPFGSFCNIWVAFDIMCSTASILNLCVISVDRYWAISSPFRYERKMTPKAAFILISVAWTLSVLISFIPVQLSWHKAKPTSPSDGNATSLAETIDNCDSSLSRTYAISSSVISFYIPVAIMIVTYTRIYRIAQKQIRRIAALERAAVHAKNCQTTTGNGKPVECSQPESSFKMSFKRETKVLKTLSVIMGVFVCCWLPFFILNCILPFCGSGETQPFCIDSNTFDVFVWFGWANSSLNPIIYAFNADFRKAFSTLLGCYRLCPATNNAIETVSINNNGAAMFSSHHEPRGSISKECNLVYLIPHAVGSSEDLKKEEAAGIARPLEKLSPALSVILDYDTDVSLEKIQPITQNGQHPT
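Compound effects on dopamine-evoked calcium signalling were measured in tetracycline-induced HEK293 Trex D1 cells. Dopamine at EC80 followed a 180 s compound pre-read, and fluorescence was tracked kinetically for 180 s more.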
D1 ag: human D1 receptor agonism. P21728. HEK293 T-REx D1 cells, calcium flux, agonist mode. activation, % at 2 µM. hit rate 1% among 360,000. AID 504660; in the data active = activation above about 30%; note: 0% is about no effect
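Inducible HEK293 T-REx D1 cells, force-coupled to calcium signalling, were plated at 4000 cells/well with tetracycline and held overnight at 30 C. After no-wash calcium dye loading, compound-evoked calcium rise over 180 s flagged agonists.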
D2 potentiator: positively modulates the human D2 dopamine receptor allosterically; P14416; HEK293 T-REx D2, calcium flux, EC20 dopamine potentiation; potentiation, % at 10 µM; hit rate 0.34% among 340,000;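 active = potentiation over 3 SD above the plate norm, cut at about 30% in these data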; note: 0% is about no effect
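Tetracycline-induced HEK293 T-REx cells force-coupled to calcium signalling expressed D2; compounds were pin-added after a 10 s baseline, read kinetically 180 s, then an EC20 dopamine challenge followed with a further 180 s calcium read.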
Vif-A3F inh: blocks the Vif interaction with APOBEC3F; hit rate 0.2% among 390,000; Potency, µM (highest dose often 46.1 µM), for the others: at the top dose activity, negative = active; HeLa A3F-eYFP + Vif (tagged APOBEC3F with the HIV-1 protein that degrades it), YFP fluorescence increase; note: potency is the fitted concentration of half-maximal effect; % of control where 0% means no effect; nearly all actives have a fitted effect of over 65% in size
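HeLa cells stably expressing A3F-eYFP plus Vif, plated and incubated overnight at 37 deg C, then exposed to compounds overnight at 37 deg C. Blocked degradation read as raised yellow fluorescence (Ex 488/Em 500-530).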
Vif-A3G inh: Vif-A3G binding inhibition; HeLa A3G-eYFP + Vif (tagged APOBEC3G with the HIV-1 protein that degrades it), YFP fluorescence, overnight; Potency, µM (top dose mostly 46.1 µM), inactives show at the top dose activity, negative = active, usual class: inhibitors; hit rate 0.076% among 410,000; AID 602310;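 note: potency is the fitted concentration of half-maximal effect; % is set by controls: 0 for no effect and ±100 for the full control effect; nearly all actives have a fitted effect of over 60% in size; hits raise eYFP signal because A3G escapes Vif-driven loss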
Target sequence (Q9HC16 whole entry, looked up): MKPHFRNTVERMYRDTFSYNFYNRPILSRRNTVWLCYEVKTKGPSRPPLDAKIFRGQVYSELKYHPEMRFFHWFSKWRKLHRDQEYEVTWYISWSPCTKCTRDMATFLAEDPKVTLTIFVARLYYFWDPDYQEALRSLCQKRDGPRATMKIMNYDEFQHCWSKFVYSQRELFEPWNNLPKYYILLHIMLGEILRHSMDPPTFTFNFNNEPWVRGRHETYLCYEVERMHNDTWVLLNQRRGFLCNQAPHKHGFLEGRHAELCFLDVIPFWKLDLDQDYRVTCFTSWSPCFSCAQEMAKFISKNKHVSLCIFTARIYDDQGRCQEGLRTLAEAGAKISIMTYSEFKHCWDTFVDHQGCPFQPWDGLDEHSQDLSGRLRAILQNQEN
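Read-out is eYFP fluorescence (Ex 488/Em 500-530) from Vif-expressing HeLa A3G-eYFP cells; more signal means A3G escaped Vif-mediated degradation. Cells plated overnight, compound pinned in, incubated overnight at 37 deg C.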
Glioma ERSR ind: induces the endoplasmic reticulum stress response in human glioma cells. U87-MG GRP78 promoter luciferase reporter, 16 h. Potency, µM, for the others: top-dose activation, actives largely listed as activators. hit rate 0.02% among 420,000. AID 602332; note: potency is the fitted concentration of half-maximal effect; series mostly up to about 76 µM; % of control where 0% means no effect; nearly all actives have a fitted effect of over 35% in size
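Stably transfected U87-MG human glioma cells carrying a GRP78-based luminescent sensor were seeded at 1000 cells/well, pin-dosed with compounds and incubated 16 h. Luciferase reagent was then added, and end-point luminescence was read after 10 min at room temperature.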
RXFP1 agonist: agonists of human relaxin receptor RXFP1. Q9HBX9. HEK293T-RXFP1 cAMP TR-FRET, 30 min; response scale: percent of porcine relaxin response, buffer zero. Potency, µM (doses to about 57.5 µM), inactives show at the top dose activation, most hits filed as activators. hit rate 0.3% among 370,000. AID 2676; note: potency is the fitted concentration of half-maximal effect; % is set by controls: 0 for no effect and ±100 for the full control effect; nearly all actives have a fitted effect of over 60% in size; many of its hits are not listed in these tables
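HEK293 cells stably expressing RXFP1, treated 30 min at 37C with compounds plus PDE4 inhibitor Ro 20174; cAMP measured by HTRF TR-FRET. Normalized to buffer and 29 nM porcine relaxin; EC50 by Hill fit.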
D1 PAM: human D1 dopamine receptor positive modulation | potentiation, % at 10 µM | HEK293 TREx D1 cells, calcium flux, dopamine EC20 potentiation | P21728 | hit rate 0.036% among 360,000; in the data active = potentiation above about 30%; note: 0% is about no effect
RXFP1 antagonist: antagonists of human relaxin receptor RXFP1; hit rate 0.59% among 350,000; activity change, negative = inhibition, % at 57.5 µM; HEK293-RXFP1, relaxin-stimulated cAMP HTRF, 30 min; stronger effect = lower value; Q9HBX9;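 active = activity change of -60% or lower, but not beyond a set lower limit; inconclusive = change between -60% and -40%, or beyond the set limit; inactive = change above -40%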; note: % is set by controls: 0 for no effect and ±100 for the full control effect
* hit, by the source's call; u = inconclusive; x = no result given. Unless noted, calls come from the whole dose curve; as a rule, active = well fitted curve in the direction sought with a large enough effect; inconclusive = small, poorly fitted or top-dose-only effect, or another doubt; inactive = no such curve, though single readings can be large; an effect the other way counts as inactive or inconclusive.

entry	structure	D1 antag	D1 ag	D2 potentiator	Vif-A3F inh	Vif-A3G inh	Glioma ERSR ind	RXFP1 agonist	D1 PAM	RXFP1 antagonist
1	c1cc2c(cc1-c1[nH]ncc1CN1C[C@H]3CC[C@H]1C3)OCO2	-10	1	-6	4%	-2%	-1%	0.4%	6	-8
2	CCc1ccc(-n2nc(C)c3c(C)cc(=O)n(CC(=O)Nc4cc(C)ccc4C)c32)cc1	-13	2	-9	-9%	2%	-2%	16%	-2	x
3	COC(=O)c1ccc2c(c1)N(CC(=O)Nc1ccc(C)cc1Cl)C(=O)c1ccccc1S2	-1	8	x	u	1%	-3%	2.7%	0	x
4	Cc1ccc(NC(=O)CN2CCOCC2)cc1Cl	1	2	7	u	1%	-4%	2.0%	-1	32
5	COC(=O)c1sc(C(F)(F)F)c(-c2ccccc2)c1S(=O)(=O)N1CCCC1	-4	4	7	11%	2%	-4%	-1.8%	4	15
6	Cc1cc(C)n2nc(C(=O)OCC(=O)Nc3ccc(C)c(S(=O)(=O)N(C)C)c3)nc2n1	-1	1	-10	0%	-1%	0%	0.3%	2	3
7	CCC(=O)N1CCN(c2nc(-c3ccccc3)c3c(c2C#N)CCCC3)CC1	3	2	x	-2%	-1%	-2%	5.1%	0	-6
8	Cc1nc(-c2ccc(S(=O)(=O)Nc3ccccc3C)cc2)co1	-23	14	x	2%	0%	-3%	0.0%	-7	2
9	CC(C)CC1=NC(C(F)(F)F)(C(F)(F)F)c2c(n(CC(C)C)c(=O)[nH]c2=O)N1	7	11	-5	7%	-5%	-2%	-1.3%	-4	-19
10	Cn1c(=O)c2c(SCc3cccnc3)nc(CC(C)(C)C)nc2n(C)c1=O	4	1	8	-4%	0%	-3%	2.5%	2	3
11	CN(C)C(=O)N1CCN(C(=O)c2ccccc2Sc2ccccc2C#N)CC1	14	4	9	5%	3%	9%	0.1%	0	1
12	O=C(CNS(=O)(=O)c1ccc(Br)s1)N1CCC(N2CCCCC2)CC1	-9	3	-9	2%	-5%	-4%	1.3%	-2	-9
13	Cc1ccccc1N1CC(C(=O)NC2CCCC2)CC1=O (centres undefined)	2	1	-2	0%	1%	-6%	-0.5%	1	-3
14	O=C(COc1ccccc1Cl)NC(=O)NC1CCCC1	6	1	-5	-1%	-8%	7%	-0.3%	-4	8
15	O=C(Nc1ccc(Cl)cc1C(=O)N1CCCC1)c1cccc([N+](=O)[O-])c1	x	-2	-4	-24%	-7%	-4%	0.8%	2	2
16	O=C(Nc1ccccc1C(=O)NCc1ccco1)c1ccccc1	-17	1	x	-12%	-15%	1%	1.5%	-7	-6
17	Cc1ccc(S(=O)(=O)NCC(=O)OCC(=O)Nc2ccc3c(c2)OCCO3)cc1	13	0	13	2%	0%	-1%	1.5%	-5	7
18	CCN(C(=O)COC(=O)CNC(=O)C1CCCCC1)c1ccccc1	-1	1	2	2%	0%	-2%	-1.0%	-2	-7
19	OCCN1CCN(CCSc2ccccc2)CC1	4	3	21	1%	1%	1%	-0.1%	2	-2
20	Cc1nc(N2CCN(c3ccccn3)CC2)c2c(C)c(C(=O)Nc3ccc(Cl)cc3)sc2n1	-21	2	-8	-6%	1%	-6%	6.7%	-4	4
21	CCOc1ccc(S(=O)(=O)NCCC(=O)NCc2cccnc2)cc1	5	2	-5	-2%	-3%	-4%	1.0%	4	-11
22	CCSc1nc2ccccc2n1CCC(=O)O	-1	4	-7	-18%	1%	-4%	1.7%	2	0
23	COc1ccc(C2C=C(C)Nc3nc4ccccc4n32)cc1 (centres undefined)	-2	3	1	-17%	-13%	8%	3.2%	-2	26
24	O=C1CC(c2ccccc2)Cc2nc(N3CCc4ccccc43)ncc21 (centres undefined)	x	x	x	-2%	0%	0%	x	x	-12
25	O=C(NCc1ccccc1)c1ccccc1OCC(=O)N1CCCCC1	x	-2	11	3%	1%	-3%	0.3%	-4	-7
26	Cc1ccc(S(=O)(=O)N(CC(=O)N/N=C/c2ccccc2C(=O)O)c2cc(Cl)cc(Cl)c2)cc1	0	1	1	0%	u	-5%	-1.5%	-7	-3
27	Cc1cc(N2CCOCC2)c2c(N)c(Br)cc(C)c2n1	-15	4	2	-10%	3%	-2%	-1.1%	0	0
28	O=C(NCCCNC(=O)c1cccs1)c1cccs1	-9	0	-10	4%	6%	2%	-0.7%	-5	1
29	CCc1ccc(NC(=O)CN2C(=O)CSc3ccc(S(=O)(=O)N(C)C)cc32)cc1	8	2	3	12%	2%	-1%	-0.9%	4	x
30	Cc1oc2ccc(NS(=O)(=O)c3ccc(C(C)(C)C)cc3)cc2c1C(=O)Nc1ccccc1	1	4	-2	5%	-5%	-4%	0.1%	-1	-15
31	O=C(c1ccccc1F)N(Cc1cccs1)C1CCS(=O)(=O)C1 (centres undefined)	-5	2	10	-22%	-3%	-4%	-0.5%	-7	7
32	CC(C)Oc1ccc(C2CC(=O)N(c3ccccc3)C2=O)cc1 (centres undefined)	-13	1	x	-4%	-1%	0%	-0.2%	0	-3
33	COc1ccc(NC(=O)c2cc(-c3ccc(OC)c(OC)c3)on2)cc1OC	2	-1	18	8%	-7%	0%	-0.8%	-1	1
34	CCCC(=O)Nc1ccc(NC(=O)c2ccccc2OC)cn1	11	2	x	-2%	2%	-1%	1.4%	-1	-3
35	COc1cccc(NC(=O)CS(=O)(=O)c2cccc3nsnc23)c1	5	2	6	9%	0%	3%	-1.9%	-4	8
36	CC(Oc1ccc(Cl)cc1Cl)C(=O)Nc1ccc(N2CCN(C)CC2)cc1 (centres undefined)	-60*	10	-12	-10%	0%	-4%	0.8%	-16	1

#37 CN(C(=O)c1ccc2c(c1)OCO2)C1(C)CCS(=O)(=O)C1 (centres undefined)
#38 Cc1ccc(SCCNS(=O)(=O)c2ccc(F)cc2)cc1
#39 CCN(CC)C(=O)C1=C(C)N(Cc2ccccc2)C(=O)C(CC(=O)NCc2ccco2)C1 (centres undefined)
#40 CC(C)(C)n1nnnc1C(c1ccccn1)N1CCN(C(c2ccccc2)c2ccccc2)CC1 (centres undefined)
#41 CCC(C)NC(=O)C(Sc1ccccc1)c1ccccc1 (centres undefined)
#42 CCCCC1C2C(=O)N(c3ccc(C)cc3)C(=O)C2ON1c1ccccc1 (centres undefined)
#43 CCS(=O)(=O)C1=NSC2=NC(=O)/C(=C\c3ccc(OS(=O)(=O)c4ccccc4)c(OC)c3)C(=N)N21
#44 COc1ccc(C(=O)Nc2ccc(NC(=O)C3CC3)nc2)cc1
#45 COc1ccc(NC(=O)c2ccc(COCC(F)(F)C(F)F)cc2)cc1OC
#46 O=C(CCCN1C(=O)/C(=C\c2cccs2)SC1=S)Nc1ccc(O)cc1C(=O)O
#47 COc1ccc(OCCCC(=O)Nc2ccc(OC)c(S(=O)(=O)N3CCOCC3)c2)cc1
#48 CC1CCCC(NC(=O)c2ccc3c(c2)NC(=O)CS3)C1C (centres undefined)

entry no.	37	38	39	40	41	42	43	44	45	46	47	48
D1 antag	-11	-10	x	-22	4	-5	-2	1	-8	-10	2	-18
D1 ag	4	11	x	-1	3	3	1	1	9	0	3	1
D2 potentiator	1	6	x	-14	x	-20	6	7	-2	11	12	x
Vif-A3F inh	-5%	0%	-4%	12%	-8%	-5%	0%	-11%	-3%	1%	5%	-14%
Vif-A3G inh	0%	0%	0%	2%	0%	-5%	-6%	-3%	0%	1%	6%	-5%
Glioma ERSR ind	-2%	-7%	-2%	0%	0%	5%	0%	-2%	0%	-12%	-3%	-4%
RXFP1 agonist	1.5%	0.0%	x	0.1%	1.2%	0.5%	-3.2%	2.8%	-1.0%	0.1%	0.5%	3.1%
D1 PAM	-6	-9	x	-8	-3	-2	0	5	-4	2	-1	-5
RXFP1 antagonist	25	-1	-3	10	-18	-8	8	-6	-4	-39	-11	-1

Compound profiles (already shown). Order of values: D1 antag	D1 ag	D2 potentiator	Vif-A3F inh	Vif-A3G inh	Glioma ERSR ind	RXFP1 agonist	D1 PAM	RXFP1 antagonist
CCS(=O)(=O)C1=NSC2=NC(=O)/C(=C\c3ccc(OS(=O)(=O)c4ccccc4)c(OC)c3)C(=N)N21 reads -2	1	6	0%	-6%	0%	-3.2%	0	8
CC1CCCC(NC(=O)c2ccc3c(c2)NC(=O)CS3)C1C (centres undefined) reads -18	1	x	-14%	-5%	-4%	3.1%	-5	-1
CN(C(=O)c1ccc2c(c1)OCO2)C1(C)CCS(=O)(=O)C1 (centres undefined) reads -11	4	1	-5%	0%	-2%	1.5%	-6	25
COc1ccc(NC(=O)c2ccc(COCC(F)(F)C(F)F)cc2)cc1OC reads -8	9	-2	-3%	0%	0%	-1.0%	-4	-4
O=C(CCCN1C(=O)/C(=C\c2cccs2)SC1=S)Nc1ccc(O)cc1C(=O)O reads -10	0	11	1%	1%	-12%	0.1%	2	-39

Assay outcomes (PubChem BioAssay)

The list is partial, so the mix of outcomes need not match the whole.
